K1F lysis inhibition – inhibition of K1F phage lysis, E. coli UTI89, bacterial capsule biogenesis inhibitors, alamar blue (AID 488966); E. coli UTI89 K1F phage lysis, alamar blue, 2 h; higher % means a stronger effect; inhibition, % at 100 µM, or IC50 in µM where a hit was titrated; 340,000 compounds, 0.02% hits;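 active = phage lysis inhibition, versus mean bacterial control, above a set limit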;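 note: capsule biogenesis inhibitors block K1F phage lysis so surviving cells raise fluorescence; higher fluorescence means more inhibition of phage lysis; actives were called in the ten point dose series up to 300 µM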
* marks the source's active call; other numbers are inactive results; i = inactive; [ ] = dose if it differs, or a comment.

| SMILES | K1F lysis inhibition |
| --- | --- |
| CN(CCOc1ccc(Cl)cc1)C(=O)Cc1ccc(S(=O)(=O)N2CCOCC2)s1 | 0.1%[50 µM] |
| O=C(Nc1ccnn1C1CCN(Cc2ccc(O)c(Cl)c2)CC1)C1CCCC1 | 0.0% |
| COc1cccc(OC)c1OCCOCCN1CCN(C)CC1 | -0.2% |
| CCOC(=O)Cn1c(C(F)(F)F)nc2nc(Cl)c(Cl)nc21 | -1.5% |
| COc1ccccc1C(=O)N=C1SC2CS(=O)(=O)CC2N1c1ccccc1 (stereo not given) | 0.4% |
| OCc1ccccc1N=Cc1cccnc1 | 0.3% |
| Cc1csc(NC(=O)CSc2nc(C(C)C)nc3ccccc23)n1 | 0.0% |
| O=c1ccc(-c2ccc(S(=O)(=O)Nc3cccc([N+](=O)[O-])c3)s2)n[nH]1 | 0.0% |
| O=C(Cn1nnc2ccccc2c1=O)NC1CCCCC1 | 0.0% |
| CCOc1ccc(NC(=O)C(CC(=O)O)Cc2ccc(Br)cc2)cc1 (stereo not given) | 0.4% |
| CCCC[n+]1ccn(-c2nc3c([N+](=O)[O-])cccc3n2C)c1 | i |
| COc1cc(CC(=O)OCc2ccccc2F)cc(OC)c1OC | -0.2% |
| C/C(=N/NC(=O)c1cc(-c2ccccc2)nc2c(Cl)cccc12)c1cccnc1 | 2.6%[50 µM] |
| COc1cccc(N2CC(C(=O)NNC(=O)c3ccc(Cl)cc3)CC2=O)c1 (stereo not given) | 0.7%[50 µM] |
| Cc1ccc(C(=O)N[C@H](C(=O)NC2CCCCC2)C(C)C)cc1 | 0.3%[50 µM] |
| CC(NC1=CC(=O)c2cccnc2C1=O)C(O)c1ccccc1 (stereo not given) | i |
| COc1ccccc1N1CCN(C2CCCN(Cc3ccccc3OCCO)C2)CC1 (stereo not given) | 0.5% |
| COc1cccc(NC(=O)CN(C)CC(=O)Nc2ccc(C)c(S(=O)(=O)N3CCOCC3)c2)c1 | -0.4%[50 µM] |
| Cn1ccsc1=NC(=O)c1ccc(Cl)c([N+](=O)[O-])c1 | -0.2% |
| COc1ccc(S(=O)(=O)N(C)C[C@H]2Oc3c(NC(=O)Nc4c(C)noc4C)cccc3C(=O)N([C@H](C)CO)C[C@@H]2C)cc1 | 2.5% |
| CC(C)Oc1ccc(C(=O)NCCCNC(=O)c2cccnc2)cc1 | 0.1%[50 µM] |
| COc1cccc(CC(=NO)c2cccc(OC)c2)c1 | -1.4% |
| O=C(CNS(=O)(=O)c1c(Cl)cccc1Cl)N1CCCCCC1 | 0.1% |
| C[C@H](CO)N1C[C@H](C)[C@H](CN(C)C)Oc2ccc(NS(=O)(=O)c3ccc(F)cc3)cc2CC1=O | 1.7% |
| CC(C)C[C@H]1CN=C(Nc2ccccc2)N1CC1CCCCCC1 | 6.5% |

Part of the list above, as labelled records.
C/C(=N/NC(=O)c1cc(-c2ccccc2)nc2c(Cl)cccc12)c1cccnc1
  K1F lysis inhibition: 2.6%[50 µM]

CCOc1ccc(NC(=O)C(CC(=O)O)Cc2ccc(Br)cc2)cc1 (stereo not given)
  K1F lysis inhibition: 0.4%

COc1cccc(CC(=NO)c2cccc(OC)c2)c1
  K1F lysis inhibition: -1.4%

O=C(CNS(=O)(=O)c1c(Cl)cccc1Cl)N1CCCCCC1
  K1F lysis inhibition: 0.1%

Other results follow.
| SMILES | K1F lysis inhibition |
| --- | --- |
| CC(C)Cn1nc(C(=O)N2CCc3ccccc32)c2ccccc2c1=O | 0.0%[50 µM] |
| O=C1C2C3CCC(O3)C2C(=O)N1c1cccc(O)c1 (stereo not given) | 0.1% |
| O=C(CC1OC(=O)c2ccccc21)Nc1cc(Cl)ccc1N1CCOCC1 (stereo not given) | 0.1%[50 µM] |
| O=C(Nn1cnnc1)c1ccc(OC(F)(F)C(F)C(F)(F)F)cc1 (stereo not given) | 0.3% |
| COc1cc(/C=C2\SC(=S)N(CCC(=O)NCCc3ccccc3)C2=O)cc(OC)c1OC | 0.5% |
| Cc1sc(N2CCN(S(=O)(=O)c3ccc4c(c3)NC(=O)CO4)CC2)nc1-c1ccccc1 | 0.4% |
| O=C(Cn1c(NCCO)nc2ccccc21)c1ccc(Cl)cc1Cl | 0.2% |
| COc1ccccc1P(=O)(c1ccccc1)c1ccccc1 | 0.0% |
| Cc1cc[n+](CCc2ccccc2)cc1C | 0.0% |
| O=C(COC(=O)c1cc(S(=O)(=O)N2CCOCC2)ccc1Cl)NC1CC1 | 1.0%[50 µM] |
| CN(CC(=O)Nc1ccccc1Br)C(=O)c1ccc2c(=O)n3c(nc2c1)CCC3 | 1.2%[50 µM] |
| COc1cc(C(=O)Nc2cccc(NC(=O)c3cccs3)c2)cc(OC)c1OC | 0.0% |
| Cc1coc2c1c(C)cc1oc(=O)c(CC(=O)N[C@H](C(=O)O)C(C)C)c(C)c12 | 0.3%[50 µM] |
| CC(NCC(O)COc1ccccc1)C1COc2ccccc2O1 (stereo not given) | 0.1% |
| CCOC(=O)c1nn(-c2ccccc2)c(=O)cc1OCC(=O)Nc1ccccc1OCC | 1.6%[50 µM] |
| Cc1c(-c2cc(Br)ccc2O)nc2cc3c(cc2c1C)OCO3 | 0.1% |
| C[C@H](CO)N1C[C@H](C)[C@@H](CN(C)Cc2ccc3c(c2)OCO3)Oc2c(NS(=O)(=O)c3cn(C)cn3)cccc2C1=O | 2.3% |
| Cc1ccc(CN(C)C2CCN(C)CC2)cc1 | -0.7% |
| O=S(=O)(NCCOc1ccccc1F)c1cccc(Br)c1 | 0.2%[50 µM] |
| CC(C)NC(=O)N(C)C[C@H]1Oc2ccc(NS(=O)(=O)c3ccc(Cl)cc3)cc2CC(=O)N([C@@H](C)CO)C[C@@H]1C | -0.1% |
| CCCC1(CCC)NC(=O)N(CC(=O)N2CCc3ccccc32)C1=O | 0.3%[50 µM] |
| CC(C)(C)NCC(=Cc1ccccc1)C(=O)c1ccccc1 | 1.2% |
| CC/C(=N\NC(=O)c1c(C)nc2ccccn12)c1ccc(Cl)cc1 | -0.4% |
| Clc1ccc(C=Cc2ccccn2)c(Cl)c1 | 7.3% |
| COC(=O)c1cc(S(=O)(=O)NCc2ccc3c(c2)OCO3)cn1C | 2.3% |
| O=C(O)CSc1nnc(COc2cccc3ccccc23)o1 | -0.3% |
| CCOC(=O)C1=C(COC(=O)c2cccnc2Cl)NC(=O)NC1C (stereo not given) | 3.3%[50 µM] |
| O=C(NCC1CCCCC1)c1cc2ccccc2cc1O | -0.1% |
| COc1c(Cl)cc(C(=O)NCc2ccco2)cc1Cl | 0.3% |
| N#Cc1ccc(OCC(=O)NCCCn2ccnc2)cc1 | -1.2% |
| O=C(COc1ccccc1F)Nc1ccccc1C(=O)NC1CC1 | 0.3%[50 µM] |
| COCCCn1c(C(=O)Nc2ccc3c(c2)OCO3)cc2c(=O)n3ccccc3nc21 | 0.3% |
| Cc1ccc(NC(=O)Cc2n[nH]c(=O)c3ccccc23)cc1S(=O)(=O)N1CCCCCC1 | 0.2%[50 µM] |
| COc1ccccc1C(=O)Nc1ccnn1C1CCN(Cc2cn(C)c3ccccc23)CC1 | 0.2% |
| CCc1noc(C)c1C(=O)OCC(=O)N(CC)c1c(N)n(Cc2ccccc2)c(=O)[nH]c1=O | 0.2%[50 µM] |
| COC(=O)C(C(=O)OC)C1C=CCN(C(C)=O)C1 (stereo not given) | -0.1% |
| O=C(CCCN1CCC(O)(c2ccc(Br)cc2)CC1)c1ccc(F)cc1 | -0.3% |
| CC(=O)NC(Cc1cccc(C)c1)C(=O)NC1CCN(S(=O)(=O)c2ccccc2)CC1 (stereo not given) | 0.6% |
| COc1ccc(CN2CCNC(=O)C2CC(=O)NC2CC(C)(C)CC(C)(C)C2)cc1OC (stereo not given) | 0.3% |
| Cc1cc(C)n(CCC(=O)N2c3ccccc3CC2C)n1 (stereo not given) | 0.3% |
| COc1ccc(N2CCN(C(=O)CCS(=O)(=O)c3ccc(C)cc3)CC2)cc1 | 0.7%[50 µM] |
| COc1ccccc1/C=C/C(=O)OCC(=O)NC1CC1 | -1.5% |
| CCc1nnc(NC(=O)c2oc3ccccc3c2COC(C)C)s1 | -2.0% |
| COc1cc(NC(=O)C2CCCN2S(=O)(=O)c2ccc3c(c2)CC(C)N3C(C)=O)cc(OC)c1 (stereo not given) | 0.0% |
| O=C(OCC(=O)N1CCN(c2ccccc2)CC1)c1ccc(Cl)cc1[N+](=O)[O-] | -1.5% |
| C[C@H](NC(=O)c1ccccc1)C(=O)OCC(=O)Nc1sccc1C(N)=O | 0.8%[50 µM] |
| CCCCc1cc(=O)oc2c3c(cc(OCC(=O)NCCCO)c12)OC(C)(C)CC3 | -0.3% |
| COc1cccc2sc3cc(NCc4ccc5c(c4)OCO5)ccc3c(=O)c12 | 0.5% |
| COc1cc(OC)cc(C(=O)OC(C)C(=O)NC2CCCc3ccccc32)c1 (stereo not given) | 0.6%[50 µM] |
| O=C1N(c2ccccc2)c2ccccc2C1(O)C(F)(F)F (stereo not given) | 0.4% |

Reprinted from the results shown for reference:
| SMILES | K1F lysis inhibition |
| --- | --- |
| CCOC(=O)C1=C(COC(=O)c2cccnc2Cl)NC(=O)NC1C (stereo not given) | 3.3%[50 µM] |
| O=C(NCC1CCCCC1)c1cc2ccccc2cc1O | -0.1% |
| COc1c(Cl)cc(C(=O)NCc2ccco2)cc1Cl | 0.3% |

The main list resumes with the 2 entries that preceded the break.
| SMILES | K1F lysis inhibition |
| --- | --- |
| COc1cc(OC)cc(C(=O)OC(C)C(=O)NC2CCCc3ccccc32)c1 (stereo not given) | 0.6%[50 µM] |
| O=C1N(c2ccccc2)c2ccccc2C1(O)C(F)(F)F (stereo not given) | 0.4% |
| COC(=O)c1c(NC(=O)c2ccn(C)n2)sc2c1CCC2 | 0.0% |
| COc1ccc(NS(=O)(=O)c2cc([N+](=O)[O-])ccc2NN=Cc2ccccc2OCC(=O)O)cc1 | -1.4%[50 µM] |
| Cc1[nH]c(C)c(S(=O)(=O)NCC(C)c2ccccc2)c1C(=O)N1CCCCC1 (stereo not given) | 0.1% |
| Cc1nc2ccc(S(=O)(=O)N3CCCCC3)cc2s1 | 0.0% |
| NC(=O)c1ccc(NC(=O)C#Cc2ccccc2)cc1 | 0.0% |
| Cc1ccc(NC(=O)N2CCCC2C(=O)NCc2ccc(Cl)cc2)cc1 (stereo not given) | -2.9% |
| CC(C)N=C(Nc1cccnc1)c1ccccc1 | 0.2% |
| CC[C@@]12C(=O)N(c3cccc(Br)c3)C(=O)N1[C@H](c1ccc(F)cc1)[C@@H]1C(=O)N(C3CCCCC3)C(=O)[C@@H]12 | 0.6% |
| O=C(CCc1nnc2ccc(N3CCCC3)nn12)Nc1cc(F)ccc1F | 1.0% |
| Cc1cccn2cc(CNS(=O)(=O)c3ccc4ccccc4c3)nc12 | 0.1% |
| N/C(=N\OC(=O)c1cccs1)c1cccnc1 | 0.5% |
| O=C(c1cc2c(=O)n3ccccc3nc2s1)N1CCN(Cc2ccccc2)CC1 | -0.1% |
| CCCc1ccc(C(C)NC(=S)NCc2ccc(F)cc2)cc1 (stereo not given) | 0.2% |
| CN(CC(=O)Nc1ccccc1Cl)C(=O)COC(=O)c1ccc(S(=O)(=O)C(F)F)cc1 | 0.7%[50 µM] |
| O=C(O)c1ccccc1C(=O)c1cccc2c(Br)cccc12 | -0.6% |
| O=C(N/N=C/c1ccoc1)c1ccc(Br)cc1 | 1.3%[50 µM] |
| Cc1cccc(N2CC(C(=O)NCC3COc4ccccc4O3)CC2=O)c1C (stereo not given) | 0.9%[50 µM] |
| COc1ccc(N/C(N)=N/c2nc(C)cc(=O)[nH]2)cc1 | -1.5% |
| Cc1cc(C)n2nc(SCC(=O)N(C)C3CCCCC3)nc2n1 | 0.3%[50 µM] |
| Oc1ccc(/C=N/N(c2ccccc2)c2ccccc2)c(O)c1O | -1.1% |
| COCCCN1C(=O)c2ccc(C(=O)NCc3ccccn3)cc2C1=O | -0.5% |
| Cc1ccc(C(=O)OCc2nnc(-c3ccccc3)o2)s1 | 1.8%[50 µM] |
| O=C(COc1ccc(Cl)cc1)NCCS(=O)(=O)N1CCN(c2ccccc2F)CC1 | -1.5% |
| CCC1(c2ccccc2)NC(=O)N(CC(=O)N(C)CC(=O)Nc2c(C)cccc2C)C1=O (stereo not given) | -0.1% |
| CCN(c1ccccc1)S(=O)(=O)c1cccc(C(=O)NCC(c2ccco2)N2CCCCC2)c1 (stereo not given) | -0.6% |
| Cc1cc(-c2ccc(C(C)C)c(S(=O)(=O)N3CCN(c4ccccc4)CC3)c2)on1 | 0.2% |
| COc1ccc(C(C)NC(=O)CC23CC4CC(CC(C4)C2)C3)cc1 (stereo not given) | 0.4% |
| COc1ccc(CC(=O)NCCS(=O)(=O)N2CCN(c3ccccc3)CC2)cc1OC | 0.7%[50 µM] |
| COc1ccc(CC(=O)N2CCN(S(=O)(=O)c3ccc(Cl)s3)CC2)cc1 | 0.6%[50 µM] |
| CNc1c(NS(=O)(=O)c2ccc(Br)cc2)c(=O)oc2ccccc12 | 0.1% |
| NC(=O)CSc1nc2ccccc2c(=O)n1Cc1ccccc1 | 0.6% |
| CSc1ccccc1OCc1cc(C(=O)NCC(C)(C)N2CCOCC2)no1 | -0.1% |
| CCc1cc(=O)oc2cc(C)cc(OCC(=O)N[C@@H](CSCc3ccccc3)C(=O)O)c12 | 6.0% |
| COc1cccc(N2CCN(C(=O)c3oc4ccccc4c3NC(=O)Cc3ccc(OC)c(OC)c3)CC2)c1 | 0.7% |
| Cc1ccc(C(=O)c2coc3ccc(O)c(CN(C)C)c23)cc1 | -0.2% |
| Cc1cc(C(=O)N2CCCC(N3CCN(c4ccccc4C)CC3)C2)n(C)n1 (stereo not given) | -0.4% |
| COc1ccc(S(=O)(=O)N2CCCCCC2)cc1C(=O)Nc1ccccn1 | 0.1% |
| Cc1c(C(=O)N2CCC(N3CCSCC3)CC2)oc2c(F)cccc12 | 0.1% |
| CCCc1cc(=O)oc2cc(OCC(=O)NCCc3c[nH]c4ccc(OC)cc34)ccc12 | 14% |
| COC(=O)C1CCc2c(ccc3c2CCCC3)C1=O (stereo not given) | -1.1% |
| O=c1cc(-c2ccncc2)oc2c1ccc1ccccc12 | -0.4% |
| COc1ccc(Cc2nnc(SCC(=O)NC3(C#N)CCCCC3)n2N)cc1 | 1.3%[50 µM] |

The list is partial. The share of hits here may be higher or lower than overall.
